# Screening results (PubChem BioAssay)
# PLCb3 inh: blocks human PLC-beta3 enzyme activity | AID 720704 | 370,000 compounds, 0.18% hits | Q01970 | inhibition, % at 12.2 µM | Purified PLC-beta3, fluorogenic substrate, fluorescence; in the data active means inhibition above about 11%;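 further: 0% = median of compound wells on plate and 100% = full blocker control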
# ARFGAP1 inhibitor: inhibits rat ARF GTPase activating protein 1; Q62848; Arfgap1-stimulated ARF1 GTP hydrolysis, GDP FP detection; inhibition, % at 16.5 µM; 360,000 compounds, 0.26% hits; AID 651572;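 active means inhibition above a per-plate limit, mean inhibition of low control wells plus 3 SD, cut at about 25% in these data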;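 further: 0% = DMSO wells with enzyme and 100% = wells lacking Arfgap1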
# Target sequence (Q62848 1-136 limits assumed): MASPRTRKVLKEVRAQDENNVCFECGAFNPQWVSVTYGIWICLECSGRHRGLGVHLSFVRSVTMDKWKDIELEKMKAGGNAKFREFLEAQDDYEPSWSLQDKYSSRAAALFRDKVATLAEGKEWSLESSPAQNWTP
#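 Assay system: purified rat His6-Arfgap1 residues 1-136 (GAP domain); Reagent: human Δ17 ARF1 bound to GTP; Dosing: 16.5 µM single point, 1.26% DMSO; Times: GTP hydrolysis reaction 2 h at 25 °C; Signal: FP, GDP Alexa 633 tracer displaced from anti-GDP antibody, 620/688 nm; Measure: % inhibition from polarization.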
# UHRF1 MBD2 ctr: blocks human UHRF1 binding to methylated DNA; UHRF1 binding to methylated oligo, TR-FRET; inhibition, % at 4.4 µM; 370,000 compounds, 0.75% hits; AID 687016; in the data active means inhibition above about 21%;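 further: UHRF1 SRA domain binding a hemimethylated CpG hairpin DNA probe; 0% = median of test compound wells and 100% = reference inhibitor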
# Target sequence (Q96T88 whole entry, looked up, the tested form may be a part): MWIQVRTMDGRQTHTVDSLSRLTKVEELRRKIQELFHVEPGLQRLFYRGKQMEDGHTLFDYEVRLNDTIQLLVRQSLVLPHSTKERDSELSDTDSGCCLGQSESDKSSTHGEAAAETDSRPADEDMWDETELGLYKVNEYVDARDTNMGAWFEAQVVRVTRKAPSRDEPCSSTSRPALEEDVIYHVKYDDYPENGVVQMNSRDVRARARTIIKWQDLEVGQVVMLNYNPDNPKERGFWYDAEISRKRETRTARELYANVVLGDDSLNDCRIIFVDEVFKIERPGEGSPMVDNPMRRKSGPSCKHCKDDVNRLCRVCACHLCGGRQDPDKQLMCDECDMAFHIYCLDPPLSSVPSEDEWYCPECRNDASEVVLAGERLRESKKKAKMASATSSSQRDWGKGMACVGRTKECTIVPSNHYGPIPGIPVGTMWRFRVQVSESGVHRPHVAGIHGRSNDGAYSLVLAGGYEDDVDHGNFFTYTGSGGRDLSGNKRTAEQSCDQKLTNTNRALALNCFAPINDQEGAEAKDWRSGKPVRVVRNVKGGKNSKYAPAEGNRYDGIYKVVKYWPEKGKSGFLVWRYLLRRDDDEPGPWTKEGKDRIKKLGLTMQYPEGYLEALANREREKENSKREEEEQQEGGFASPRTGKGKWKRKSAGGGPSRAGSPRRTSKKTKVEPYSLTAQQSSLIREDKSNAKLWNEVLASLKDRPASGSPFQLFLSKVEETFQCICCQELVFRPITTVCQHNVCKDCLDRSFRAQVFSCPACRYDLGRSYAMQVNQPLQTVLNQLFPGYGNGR
# NR1D1 modulator: modulators of human Rev-erb alpha DNA binding; P20393; 370,000 compounds, 0.79% hits; activity, % at 10 µM; Rev-erbα–FITC-DNA binding, fluorescence polarization, 90 min; AID 1259318;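 active means activity above about 14%, limit read from the data; passing the limit was not always enough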;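 further: 0% = DMSO wells with 35 nM protein and 100% = DMSO wells with 750 nM protein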
# ASAP1 GAP inh: ASAP1 ArfGAP inhibition. inhibition, % at 16.5 µM. AID 624377. 360,000 compounds, 0.19% hits. ASAP1-stimulated ARF1 GTP hydrolysis, GDP FP detection. Q9ULH1; in the data active means inhibition above about 25%;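 further: 0% = vehicle with enzyme and substrate and 100% = no enzyme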
# KLK7 zymogen act: proKLK7 (human) activation, primary screen | P49862 | purified proKLK7, EDANS-DABCYL substrate fluorescence; 100% is mature enzyme control, 0% vehicle | activation, % at 7 µM | 370,000 compounds, 0.9% hits | AID 652039;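 active means activation above the mean of all tested compounds plus 3 SD, computed per campaign excluding outliers beyond control limits, cut at about 13% in these data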
# Tn6 DDE FP: disrupts Tn6 cyclic peptide binding to fibrin D-Dimer-E complex | P02675 | Fibrin DD(E) TRITC-Tn6 fluorescence polarization displacement | inhibition, % at 8.3 µM | 370,000 compounds, 0.21% hits | AID 720509;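 active means inhibition above a per-campaign cutoff: mean of compounds within control limits plus 3 SD, cut at about 15% in these data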;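 further: 0% = median of all compound wells on the plate and 100% = blocking peptide control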
# PLC-gamma1 inh: blocks human PLC-gamma1 enzyme activity | P19174 | purified PLC-gamma1, fluorogenic substrate, fluorescence | inhibition, % at 12.2 µM | 370,000 compounds, 0.84% hits | AID 720700; in the data active means inhibition above about 9.5%
# sPLA2-III inh: Inhibits HGIII-sPLA2 liposome hydrolysis, primary screen; AID 743126; QFRET BODIPY PC-A2 liposome hydrolysis, fluorescence; 370,000 compounds, 0.56% hits; inhibition, % at 12.2 µM; Q9NZ20;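 active means inhibition above mean plus 3 SD of compounds lying within the high and low control bounds, cut at about 19% in these data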;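 further: 0% = median of test compound wells and 100% = no enzyme DMSO wells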
# Tn7 DDE FP: DD(E)-Tn7 binding inhibition, primary FP screen; AID 720508; 370,000 compounds, 0.13% hits; inhibition, % at 8.3 µM; FP displacement of FITC-Tn7 peptide from fibrin DD(E); 0% = median of compound wells per plate; P02675;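 active means inhibition above the mean of compounds falling within the control limits plus 3 SD of them, cut at about 14% in these data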;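 further: 0% = plate median of compound wells and 100% = 10 µM Aha-Tn7 peptide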
#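 system = human fibrin DD(E) protein | quantity = DD(E) 2 µM final | medium = Tris/NaCl/CaCl2 buffer, pH 7.8 | also added = labelled Tn7 tracer, 0.1 µM | compound dosing = single point at 8.3 µM | timing = compound with protein 10 min, then 3 h after probe, room temperature | signal = FP measurement | benchmarks = Aha-Tn7 high control | repeats = one replicate per compound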
# The depositor's hits bear a star; . = no result given.
no.	Compound	PLCb3 inh	ARFGAP1 inhibitor	UHRF1 MBD2 ctr	NR1D1 modulator	ASAP1 GAP inh
1	COc1cc(C(=O)NNC(=O)c2ccccc2OCc2c(C)noc2C)cc(OC)c1OC	-4	5	3	2	11
2	Cc1ccc(C)c(OCC(=O)Nc2ccccc2C(=O)N2CCN(C)CC2)c1	-2	-3	2	7	1
3	Cc1c(C(=O)NCc2ccc3c(c2)OCCO3)sc(=O)n1Cc1ccc2c(c1)OCO2	-3	4	-1	-5	7
4	O=C(c1ccccc1)c1ccc(-n2ccnc2)c([N+](=O)[O-])c1	-2	8	2	-10	-7
5	CCC(CC)N1CCN(CCc2ccccc2)C(CCO)C1 (stereo unspecified)	-1	1	3	3	-7
6	O=C(Cc1cccc(NC(=O)C2CCN(C(=O)C3CCCC3)CC2)c1)Nc1cccc(C(=O)N2CCCCC2)c1	3	13	1	-6	-3
7	CCOC(=O)c1c(NC(=O)/C=C/c2ccc(C)o2)sc(C)c1C	-9	2	-3	2	-12
8	O=C(NCC1CCS(=O)(=O)C1)NCC1CCS(=O)(=O)C1 (stereo unspecified)	0	1	1	-11	2
9	Cc1nc(-c2ccc(NC(=O)c3ccccc3)cc2)cs1	-9	11	-1	1	2
10	Clc1ccccc1OCc1nnc(-c2ccccc2)o1	3	1	0	0	-5
11	COc1cc(S(=O)(=O)NCc2ccccn2)c(OC)cc1Cl	-5	-8	3	-5	1
12	Cc1ccccc1N1C(=O)C2C3C=CC(C2C1=O)N(C)C3=O (stereo unspecified)	3	-2	1	-2	-13
13	NC(=O)c1cn(-c2ccccc2)nc1-c1cccnc1	0	1	3	2	-2
14	CC(OC(=O)c1ccc2c(c1)OCO2)C(=O)NC1CCCCC1C (stereo unspecified)	3	-13	1	-1	-9
15	O=C(NCCO)C1(C(=O)C2CC2)CC(c2ccccn2)=NO1 (stereo unspecified)	-1	.	2	11	.

no.	KLK7 zymogen act	Tn6 DDE FP	PLC-gamma1 inh	sPLA2-III inh	Tn7 DDE FP
1	0.5	-1	0	5	-4
2	0.2	0	2	-1	-2
3	0.1	1	-3	-5	1
4	0.0	-2	-1	0	-3
5	-0.1	2	0	4	1
6	0.8	-8	6	-3	-5
7	-0.6	8	-5	0	-6
8	-0.7	9	2	-6	0
9	-0.2	5	-1	-2	7
10	0.7	3	4	-3	5
11	-0.7	-1	1	6	-6
12	-0.5	-1	1	2	-8
13	0.2	7	-3	3	3
14	0.7	-4	0	1	0
15	0.1	10	0	6	2

# The listing continues:
no.	Compound	PLCb3 inh	ARFGAP1 inhibitor	UHRF1 MBD2 ctr	NR1D1 modulator	ASAP1 GAP inh
16	CCCCc1c(O)nc(SCC(=O)Nc2ccc(C)cc2)n(-c2ccc(OC)cc2)c1=O	-8	-8	2	5	10
17	COc1ccc(CSc2nnc(SCC(=O)Nc3ccccc3C(F)(F)F)s2)cc1	-1	.	2	-7	.
18	COC(=O)C1CCN(C(=O)C2CCN(C(=O)[C@@H](NS(=O)(=O)c3ccc(C)cc3)C(C)C)CC2)CC1	5	2	2	-4	-2
19	COc1ccc(C(=O)/C=C/C(=O)N(CC(=O)NC2CCCCC2)Cc2ccccc2OC)c(O)c1	-2	8	1	-3	-2
20	COc1ccccc1C(=O)OCC(=O)Nc1cccc(S(=O)(=O)N2CCCC2)c1	-1	1	0	-1	0
21	C=CCn1c(SCC(=O)Nc2ccc(C(=O)OCC)cc2)nnc1-c1cccs1	0	8	-2	5	1
22	CCc1nnc(NC2=NCCC2)s1	-3	0	0	0	0
23	Cc1ccc(S(=O)(=O)N2CCOCC2)cc1NC(=O)CN1C(=O)NC2(CCCC2)C1=O	0	-6	-1	3	7
24	CC(C)NC(=O)C1CC(=O)N(C(C)c2ccccc2)C1 (stereo unspecified)	-1	-14	-1	0	-5
25	COC(=O)c1cc(C#N)c(=O)[nH]c1C	-4	-2	1	2	-4
26	COCCn1c(C)c(C)c2c(NCCc3ccccc3)ncnc21	-3	11	-1	2	-3
27	Cc1ccc([C@H]2C[C@H](n3cc(COC(=O)c4ccccc4)nn3)[C@@H](O)CN2Cc2cccs2)cc1	-3	-1	1	8	-4
28	COC(=O)CNC(=O)COC(=O)c1ccc(Cl)nc1	-4	16	0	4	-8
29	CSc1ccc(S(=O)(=O)N2CCC(C(=O)NCCc3ccccc3)CC2)cc1	-8	7	1	-2	-2
30	Cc1cc(C)c(NS(=O)(=O)c2ccccc2)c(C)n1	-1	-6	1	-6	-13

no.	KLK7 zymogen act	Tn6 DDE FP	PLC-gamma1 inh	sPLA2-III inh	Tn7 DDE FP
16	-0.5	0	1	10	5
17	0.5	-7	-2	-11	2
18	-0.2	8	1	2	-1
19	0.1	4	1	-6	3
20	0.5	3	1	-27	-1
21	0.5	0	-3	-9	0
22	-0.3	0	-1	8	-4
23	0.5	-2	0	10	0
24	0.2	-4	-1	5	1
25	-0.2	-11	-1	3	6
26	0.2	-4	4	-27	4
27	0.0	-9	1	-17	-3
28	0.5	-2	1	-2	2
29	-0.4	0	4	-1	2
30	0.5	6	-1	-5	7

# Single values from the list.
# COc1ccccc1C(=O)OCC(=O)Nc1cccc(S(=O)(=O)N2CCCC2)c1 | sPLA2-III inh: -27
# CCCCc1c(O)nc(SCC(=O)Nc2ccc(C)cc2)n(-c2ccc(OC)cc2)c1=O | PLC-gamma1 inh: 1
# CSc1ccc(S(=O)(=O)N2CCC(C(=O)NCCc3ccccc3)CC2)cc1 | PLCb3 inh: -8
# Cc1c(C(=O)NCc2ccc3c(c2)OCCO3)sc(=O)n1Cc1ccc2c(c1)OCO2 | ASAP1 GAP inh: 7
# CCC(CC)N1CCN(CCc2ccccc2)C(CCO)C1 (stereo unspecified) | Tn6 DDE FP: 2

# (more compounds)
no.	Compound	PLCb3 inh	ARFGAP1 inhibitor	UHRF1 MBD2 ctr	NR1D1 modulator	ASAP1 GAP inh
31	CCOC(=O)c1ccc(N2C(=O)CC(N(Cc3ccc4c(c3)OCO4)C(=O)Nc3ccccc3)C2=O)cc1 (stereo unspecified)	-4	6	5	3	4
32	COc1cc(NC(=O)CSc2cc(C)c3cc(C)cc(C)c3n2)c(C(=O)O)cc1OC	-4	3	1	1	-4
33	NS(=O)(=O)c1ccc(CNC(=O)c2ccc3c(=O)n4c(nc3c2)CCC4)cc1	-21	-12	-1	2	-8
34	COc1ccc(NC(=O)CN(C)S(=O)(=O)c2ccc3c(c2)CCC(=O)N3)c(OC)c1	4	-2	1	-4	4
35	Cc1ccc(N2C(=O)c3ccc(N)cc3C2=O)cc1	-259	4	-1	2	9
36	Cc1c(Cl)cccc1NC(=S)NCc1ccc(Cl)cc1	3	7	0	-2	-2
37	Cc1ccc2cc(CCNC(=O)C(=O)c3c[nH]c4ccccc34)c(=O)[nH]c2c1	4	-7	0	40*	7
38	CC(C)CC(=O)Nc1ccc2c(c1)OCO2	-1	-1	2	-1	-5
39	Cc1nc2nc(C)c(CCC(=O)N3CCc4ccccc43)c(C)n2n1	7	-9	-4	-1	1
40	CCN(CC)C(=O)CC[C@@H]1CC[C@]2(CCCN(Cc3cccc4ccccc34)C2)O1	3	.	-4	0	.
41	O=C(O)CC(c1ccc(Cl)cc1)n1cccc1 (stereo unspecified)	-4	13	-2	-5	9
42	O=C(CSc1nc2ccccc2[nH]1)NC(=O)NCc1ccco1	-10	-18	5	0	-23
43	C=CCOc1ccccc1/C=N/O	-1	-18	-1	2	-5
44	COc1cccc(NC(=O)CN(C)C(=O)CNC(=O)c2ccc3ccccc3c2)c1	-3	-6	-1	2	-8
45	COc1ccc(C2=CCN(C)C(=O)N2c2ccc([N+](=O)[O-])cc2)cc1	-1	.	-2	0	.

no.	KLK7 zymogen act	Tn6 DDE FP	PLC-gamma1 inh	sPLA2-III inh	Tn7 DDE FP
31	0.7	1	1	-35	4
32	0.8	-3	-1	-1	-5
33	0.0	-3	-15	-7	-2
34	0.1	3	5	7	-2
35	-5.9	-9	-215	5	-1
36	0.4	0	4	6	-14
37	-0.7	1	2	-2	-9
38	-0.1	-4	-4	6	-3
39	0.3	-2	2	5	-1
40	0.3	6	3	-5	-5
41	-0.1	7	0	4	2
42	0.6	1	-2	-6	8
43	-0.4	2	-1	-1	-2
44	0.6	7	3	-4	1
45	-0.6	-1	-1	-2	1

# Entries shown so far containing a COOH group (two):
no.	Compound	PLCb3 inh	ARFGAP1 inhibitor	UHRF1 MBD2 ctr	NR1D1 modulator	ASAP1 GAP inh
32	COc1cc(NC(=O)CSc2cc(C)c3cc(C)cc(C)c3n2)c(C(=O)O)cc1OC	-4	3	1	1	-4
41	O=C(O)CC(c1ccc(Cl)cc1)n1cccc1 (stereo unspecified)	-4	13	-2	-5	9

no.	KLK7 zymogen act	Tn6 DDE FP	PLC-gamma1 inh	sPLA2-III inh	Tn7 DDE FP
32	0.8	-3	-1	-1	-5
41	-0.1	7	0	4	2

# Next structures follow.
no.	Compound	PLCb3 inh	ARFGAP1 inhibitor	UHRF1 MBD2 ctr	NR1D1 modulator	ASAP1 GAP inh
46	Cc1ccc(S(=O)(=O)N(C)[C@H]2C[C@H]3c4[nH]c5ccccc5c4CCN3C[C@H]2[C@H](C)O)cc1	-113	-5	-2	4	11
47	CC(C)NC(=O)c1ccccc1N(Cc1ccccc1)S(C)(=O)=O	5	4	2	-2	-10
48	CCOC(=O)C1(Cc2ccccc2C(F)(F)F)CCN(C2CCSC2)CC1 (stereo unspecified)	4	9	0	-4	4
49	c1ccc2[nH]c3cc4ncnc4cc3nc2c1	-267	0	-18	5	3
50	O=C(CCC(=O)N1CCN(c2ccccn2)CC1)Nc1nnc(C2CCCCC2)s1	-2	8	3	-2	-3
51	Cc1csc(=O)n1CC(=O)OCC(=O)N(CC(C)C)c1c(N)n(Cc2ccccc2)c(=O)[nH]c1=O	-7	-7	-1	-5	12
52	CC(=O)NC(CCS(C)(=O)=O)C(=O)Nc1c(C)cccc1C (stereo unspecified)	3	10	-1	-7	-5
53	COC(=O)CNC(=O)COC(=O)/C=C/c1ccccc1[N+](=O)[O-]	3	4	-2	9	-8

no.	KLK7 zymogen act	Tn6 DDE FP	PLC-gamma1 inh	sPLA2-III inh	Tn7 DDE FP
46	3.7	-8	-94	3	1
47	-0.2	-1	3	5	-5
48	-0.2	-8	-1	0	-9
49	-7.5	3	-253	-29	11
50	0.5	7	1	2	-4
51	0.0	1	-4	0	1
52	1.2	2	0	3	4
53	0.2	3	0	3	-5

# Structures listed so far shown as hits in NR1D1 modulator.
no.	Compound	PLCb3 inh	ARFGAP1 inhibitor	UHRF1 MBD2 ctr	NR1D1 modulator	ASAP1 GAP inh
37	Cc1ccc2cc(CCNC(=O)C(=O)c3c[nH]c4ccccc34)c(=O)[nH]c2c1	4	-7	0	40*	7

no.	KLK7 zymogen act	Tn6 DDE FP	PLC-gamma1 inh	sPLA2-III inh	Tn7 DDE FP
37	-0.7	1	2	-2	-9
